influenza NS1A: H1N1 influenza NS1A inhibitors, functional cell based assay (AID 504329); NS1A functional cell-based assay, percent inhibition; higher % means a stronger effect; inhibition, % at 12.5 µM; hits with a dose series show IC50 in µM; actives 0.3% (n = 340,000); in the data active means a potency from the dose series; inconclusive means inhibition above about 27% without an active follow-up result; further: strong numbers were not always called active
M. tuberculosis HTS: M. tuberculosis growth inhibition, HTS (AID 449762); M. tuberculosis H37Rv growth inhibition, 7H9 media; higher % means a stronger effect; one-dose inhibition, % at 25 µM; IC50 in µM for titrated hits; actives 0.59% (n = 330,000); in the data active means a potency from the dose series; inconclusive means inhibition above about 70% without an active follow-up result;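 further: bacterial growth assessed after seven days of incubation; strong numbers were not always called active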
inhibitors of VEEV: inhibitors of VEEV TC-83 cytopathic effect, confirmation, Vero cells (AID 588727); Vero cells, VEEV TC-83 cytopathic effect inhibition; higher % means a stronger effect; actives 0.13% (n = 350,000); inhibition, % at 20 µM, or IC50 in µM where a hit was titrated; in the data active means a potency from the dose series; inconclusive means inhibition mostly from about 14% at the one dose, without a potency; inactive means the rest, 99 in 100 with inhibition below about 12%; further: strong numbers were not always called active
PhoP GFP inhibition: PhoP regulon inhibitors, Salmonella typhi PhoP promoter GFP reporter, confirmatory (AID 1850); Salmonella Typhi PhoP-promoter GFP reporter, fluorescence, 4 h; higher % means a stronger effect; inhibition, % at 50 µM; hits with a dose series show IC50 in µM; actives 0.33% (n = 310,000); in the data active means a potency from the dose series; inconclusive means inhibition mostly from about 25% at the one dose, without a potency; inactive means the rest, 99 in 100 with inhibition below about 19%;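 further: 0% = induced wells with vehicle and 100% = uninduced wells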
M. tuberculosis: growth inhibition of non-replicating M. tuberculosis (AID 488890); Mycobacterium tuberculosis non-replicating, growth inhibition; higher % means a stronger effect; one-dose inhibition, % at 25 µM; IC50 in µM for titrated hits; actives 0.39% (n = 320,000); in the data active means a potency from the dose series; inconclusive means inhibition mostly from about 82% at the one dose, without a potency; inactive means the rest, 99 in 100 with inhibition below about 76%;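 further: plate controls were DMSO cells for no effect and high antibiotic wells for full effect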
Starred values were filed as active, the others as inactive; i = inactive; ? = inconclusive; . = no result given; & = joins results of further samples.

SMILES | influenza NS1A | M. tuberculosis HTS | inhibitors of VEEV | PhoP GFP inhibition | M. tuberculosis
O=C(O)COc1ccccc1/C=N/NC(=O)COc1ccc(-c2ccccc2)cc1 | 3% | 3% | 1.6% | -2% | 29%
Cc1cccc(N2CC(C(=O)Nc3nnc(SCCC4OCCO4)s3)CC2=O)c1 (centres undefined) | -6% | -3% | 7.8% | -14% | 24%
Cc1cc(C)cc(C(=O)NC(CC(N)=O)c2ccc(NCCN3CCOCC3)c([N+](=O)[O-])c2)c1 (centres undefined) | 8% | -1% | 1.4% | 2% | 7%
Cc1cccc(NC(=O)C(=O)C2C(=O)Nc3ccccc32)c1 (centres undefined) | 4% | -3% | 0.2% | -2% | 40%
Cn1c(C(=O)N2CCc3ccccc3C2)cc2c(=O)n3ccccc3nc21 | -1% | -4% | 6.4% | -12% | -2%
CC(OC(=O)c1nc(Cl)ccc1Cl)C(=O)Nc1ccccc1F (centres undefined) | -9% | -7% | 2.1% | 3% | 11%
S=C(Nc1ccc(Cl)cc1)NC1CC2CCCC(C1)N2C1CC1 (centres undefined) | -2% | -10% | i | 2% | 76%
CCCCn1c(N)c(N(CCC(C)C)C(=O)c2ccc([N+](=O)[O-])o2)c(=O)[nH]c1=O | -4% | -8% | 0.3% | -6% | 28%
Cc1ccc(C(c2nnnn2Cc2cccs2)N2CCN(Cc3ccc4c(c3)OCO4)CC2)cc1 (centres undefined) | >100µM* | 21µM* | 2.1% | 3% | 76%
CC(=O)O[C@H]1C(=O)[C@@]2(C)[C@H]([C@H](OC(=O)c3ccccc3)[C@]3(O)C[C@H](OC(=O)[C@H](O)C(NC(=O)c4ccccc4)c4ccccc4)C(C)=C1C3(C)C)[C@]1(OC(C)=O)CO[C@@H]1C[C@@H]2O (some centres undefined) | 4% | 10% | i | 8% | 10%
Nc1ccc(CC2=NCCN2)cc1 | -20% | . | 1.0% | . | .
CCCc1nnc(SCC(=O)N2CCOCC2)n1CCCOC | 10% | -5% | 0.1% | 6% | -1%
O=C(CSc1nnc(NC(=O)C2CC2)s1)Nc1ccc2c(c1)OCCO2 | 7% | 3% | 0.1% | -6% | 6%
CCOC(=O)CSc1nnc(NC(=O)CCc2ccccc2)s1 | 3% | ? | 1.5% | 4% | ?
COc1ccc(OC2C(=O)N(CCc3ccc(OC)c(OC)c3)C2c2ccc3c(c2)OCO3)cc1 (centres undefined) | 23% | 4% | 10% | 0% | 9%
COc1cccc2[nH]c3c(N4CCC(C(N)=O)CC4)ncnc3c12 | -7% | -5% | 0.1% | 11% | 2%
O=C(Nc1nnc(C2CCCCC2)s1)C1CC(=O)N(c2ccccc2)C1 (centres undefined) | 11% | 9% | i | 4% | 5%
CC(=NNc1nc2ccccc2s1)c1ccncn1 | 6% | . | >25µM* | . | .
COc1ccc(NC(=O)/C=C/c2ccccc2)cn1 | 1% | -2% | 0.9% | -8% | 16%
COc1ccc(NC(C)C(=O)Nc2cccc(S(=O)(=O)N3CCOCC3)c2)cc1OC (centres undefined) | 2% | 2% | 0.2% | . | 4%
COc1cc(-c2nc3ccc(C)cn3c2NCc2ccccc2)ccc1-c1cccc(Cl)c1 | 0% | 30% | 0.6% | . | 22%
CN1/C(=C\C(=O)COC(=O)c2ccc(O)cc2)C(C)(C)c2ccccc21 | 18% | -3% | i | 15% | .
Cc1ccc(S(=O)(=O)N2CCN(S(=O)(=O)N3CCC(C)CC3)CC2)c(C)c1 | 12% | 0% | 2.0% | 4% | 9%
O=C(CCS(=O)(=O)c1ccc2c(c1)NC(=O)CS2)NCc1ccccc1Cl | -5% | -4% | 9.9% | -22% | -18%
Cc1ccc(C(=O)N/C(=C\c2ccco2)C(=O)N2CCCCC2)cc1 | 11% | -6% | 1.1% | 11% | 4%

Sorted by count of non-hydrogen atoms (ascending): part of the list above
SMILES | influenza NS1A | M. tuberculosis HTS | inhibitors of VEEV | PhoP GFP inhibition | M. tuberculosis
CC(OC(=O)c1nc(Cl)ccc1Cl)C(=O)Nc1ccccc1F (centres undefined) | -9% | -7% | 2.1% | 3% | 11%
CN1/C(=C\C(=O)COC(=O)c2ccc(O)cc2)C(C)(C)c2ccccc21 | 18% | -3% | i | 15% | .
Cn1c(C(=O)N2CCc3ccccc3C2)cc2c(=O)n3ccccc3nc21 | -1% | -4% | 6.4% | -12% | -2%

Single records, as listed above. Order of values: influenza NS1A	M. tuberculosis HTS	inhibitors of VEEV	PhoP GFP inhibition	M. tuberculosis
O=C(O)COc1ccccc1/C=N/NC(=O)COc1ccc(-c2ccccc2)cc1 is listed with 3%	3%	1.6%	-2%	29%
CC(OC(=O)c1nc(Cl)ccc1Cl)C(=O)Nc1ccccc1F (centres undefined) is listed with -9%	-7%	2.1%	3%	11%
COc1ccc(NC(=O)/C=C/c2ccccc2)cn1 is listed with 1%	-2%	0.9%	-8%	16%
Cc1cc(C)cc(C(=O)NC(CC(N)=O)c2ccc(NCCN3CCOCC3)c([N+](=O)[O-])c2)c1 (centres undefined) is listed with 8%	-1%	1.4%	2%	7%
CC(=NNc1nc2ccccc2s1)c1ccncn1 is listed with 6%	.	>25µM*	.	.

(list continues)
SMILES | influenza NS1A | M. tuberculosis HTS | inhibitors of VEEV | PhoP GFP inhibition | M. tuberculosis
COc1ccc(C2SCC(=O)N2c2ccc(OC)cc2)cc1 (centres undefined) | 3% | 12% | 0.0% | 2% | 2%
O=C(/C=C/c1cccnc1)c1ccc(NC(=O)c2cccc(Br)c2)cc1 | 8% | 69% | i | -4% | 75%
NC(=O)C1CCN(C(=O)c2ccccc2CCc2ccccc2)CC1 | 9% | -1% | i | -6% | 3%
Cc1cccc(C(=O)NCCC(=O)Nc2nc(C)c(Cc3ccc4c(c3)OCO4)s2)c1 | 2% | -10% | i | -4% | -34%
COC(=O)C1=C(C)N(C(C)C)C(=O)C1(NC(C)=O)C(F)(F)F (centres undefined) | -4% | -1% | i | 3% | 3%
CN(CC(=O)Nc1ccc(N2CCOCC2)cc1)C(=O)c1cc(F)c(F)cc1Cl | -3% | 1% | 2.4% | -1% | -6%
Cc1ccc(N(C(=O)Cc2cccs2)C(C(=O)NC2CCCCC2)c2ccccn2)cc1C (centres undefined) | 1% | -1% | 8.5% | -3% | 34%
Oc1ccc(N2CCN(C(c3ccncc3)c3nnnn3C3CCCC3)CC2)cc1 (centres undefined) | 0% | 2% | 0.6% | -6%&9% | 32%
O=C1OC(c2ccccc2)(c2ccc3cc(O)ccc3c2)c2ccccc21 (centres undefined) | 2% | . | 3.1% | . | .
CCS(=O)(=O)c1ccc(-c2csc(-c3ccc(Cl)cc3)n2)c(Cl)c1Cl | 3% | 10% | 3.7% | -1% | 6%
Cc1cc(CNC(=O)Nc2ccc3c(c2)OCO3)nn1C | -23% | -21% | 0.3% | -12% | 0%
COCCN1C(=O)N[C@@H](CCc2ccccc2)[C@H](C(C)=O)[C@H]1C | -14% | 1% | 0.9% | 9% | 11%
O/N=C\c1ccc(-c2ccccc2)o1 | -7% | ? | i | -6% | 36%
Cc1ccc(C(=O)COC(=O)c2cc(C)no2)c(C)c1 | -4% | . | 1.1% | . | .
CCCCN(CCCC)CCNC(=O)CN1C(=O)CSc2ccc(S(=O)(=O)N3CCOCC3)cc21 | -5% | 8% | 2.3% | 7% | -5%
Cc1ccc(C(=O)OC(C(=O)Nc2ccc(Cl)cc2C(F)(F)F)c2ccccc2)cc1 (centres undefined) | 0% | 10% | 1.4% | 0% | 15%
COc1ccccc1N1CCN(S(=O)(=O)c2ccc(-n3cnnn3)cc2)CC1 | -48% | -2% | 0.0% | -3% | 5%
Clc1cccc(Cl)c1OCCOCCNCc1ccccc1 | -3% | -1% | i | 0% | 23%
O=C(Cc1cccc(NC(=O)C2CCN(S(=O)(=O)c3cccc([N+](=O)[O-])c3)CC2)c1)Nc1cccc(C(=O)N2CCOCC2)c1 | 0% | . | i | . | .
CCN(Cc1cc2ccccc2[nH]c1=O)S(=O)(=O)c1ccccc1 | 8% | 3% | 6.5% | -4% | 12%
COc1ccc(C(=O)NCCC2=CCCCC2)cc1[N+](=O)[O-] | 5% | 3% | 1.8% | 5% | 26%
O=C(Nc1ccccc1)c1cccnc1N1CCOCC1 | -3% | 8% | 2.5% | 24% | 20%
COc1cccc(/C=C/C(=O)Nc2ccc(N3CCOCC3)cc2)c1OC | 0% | 7% | 1.0% | 1% | -2%
CCOc1ccc(NC(=O)CCNS(=O)(=O)c2cccc3nonc23)cc1 | 2% | 40% | 0.9% | 7% | 8%
Cc1ccc(S(=O)(=O)NOCc2ccccc2)cc1 | -8% | . | 1.2% | . | .

Next section:
SMILES | influenza NS1A | M. tuberculosis HTS | inhibitors of VEEV | PhoP GFP inhibition | M. tuberculosis
CN1CCCN(S(=O)(=O)c2ccccc2)c2nc3ccccc3nc21 | 1% | . | 8.6% | . | .
CCOc1cccc(CNC2CN3CCC2CC3)c1 (centres undefined) | 6% | -1% | i | 11% | -2%
CC1CCN(CCOCCOc2ccc(Cl)cc2Br)CC1 | -6% | -1% | 0.2% | 5% | ?
Cc1ccc(S(=O)(=O)N(C)C)cc1NC(=O)CCc1ccccc1 | -1% | -10% | i | 9% | -4%
CC1(C)C=Cc2cc3ccc(=O)oc3cc2O1 | -3% | -6% | 1.0% | 12% | 2%
C=CCn1c(SCCN2C(=O)c3ccccc3C2=O)nc2scc(-c3ccccc3)c2c1=O | 7% | 6% | 2.5% | 8% | -10%
CS(=O)(=O)N1N=C(c2ccccc2)CC1c1ccc2nccnc2c1 (centres undefined) | -3% | 4% | 0.1% | -3% | -10%
O=C(O)C1C2C=CC(C2)C1C(=O)NCCCc1ccccc1 (centres undefined) | -5% | -4% | 0.3% | -1% | 3%
Cc1ccc(NC(=S)NCC23C=CC(O2)C2C(=O)N(c4ccc(C)cc4)C(=O)C23)cc1 (centres undefined) | -3% | -11% | 1.4% | -9% | 18%
O=C(Nc1ccccc1Cl)c1cc[n+]([O-])cc1 | 2% | -3% | 1.0% | -2% | 1%
COc1ccc(CN=C(Nc2ccccc2)SC2CC(=O)NC2=O)cc1 (centres undefined) | -5% | 9% | 3.2% | 7% | 4%
CCOC(=O)c1csc(NC(=O)C2=COCCO2)n1 | -11% | -11% | 2.8% | -1% | -12%
CCC(CC)C(=O)N1CCN(c2cccc(C)c2C)CC1 | 0% | 7% | 0.2% | -4% | 45%
Cc1[nH]n(-c2ccc([N+](=O)[O-])cc2)c(=O)c1/C=N/N1CCOCC1 | -10% | -6% | i | -1% | 32%
COc1ccc([C@@H]2CC=C(C(=O)O)[C@H](c3ccccc3F)N2S(=O)(=O)c2ccc(C)cc2)cc1OC | 1% | -3% | i | -7% | -4%
O=C(CSc1nnc(-c2ccc(Cl)cc2)n1Cc1ccco1)Nc1ccc2c(c1)OCCO2 | 2% | -5% | 2.4% | 0% | 37%
CC(C)OC(=O)C(C#N)c1nc2ccccc2nc1N1CCCC1 (centres undefined) | 3% | 7% | 6.9% | 3% | 9%
CC(Sc1nc2ccccc2c(=O)[nH]1)C(=O)O (centres undefined) | -3% | -6% | 0.3% | -9% | 0%
CN(CC(O)Cn1cnc2c1c(=O)n(C)c(=O)n2C)c1ccccc1 (centres undefined) | -4% | 0% | 1.0% | -2% | 1%
Cc1cc(O)ccc1N=Cc1c(C(F)(F)F)[nH][nH]c1=O | 4% | 5% | 0.4% | -4% | -2%
CCOc1ccc(C2C(C#N)=C(N)Oc3cc(C)n(CCN(C)C)c(=O)c32)cc1OCC (centres undefined) | -3% | 4% | 5.0% | 3% | -2%
CN(NC(=O)C(C)(C)C)c1nc(-c2ccccc2)nnc1C(F)(F)F | -3% | -10% | 0.6% | 2% | -12%
CCN(C(=O)c1cc(Cl)ccc1Cl)C1CCS(=O)(=O)C1 (centres undefined) | -10% | -2% | 0.8% | 9% | 10%
CCC(C)C(NC(=O)C(CC(C)C)NC(=O)C(CO)NC(=O)C1CCC(=O)N1)C(=O)OC (centres undefined) | 8% | 4% | i | 6% | 4%
CCOC(=O)C1CCCN(C(=O)CCCn2nnnc2CN2CCC(C)CC2)C1 (centres undefined) | 9% | 2% | 2.7% | -14% | -6%
Cn1cc([C@@H]2C[C@H]3CN(Cc4cccc(Cl)c4)C(=O)[C@]34CCCN24)c2ccccc21 | -8% | 2% | 0.3% | -7% | 51%
COc1ccc(/C=N/n2c(-c3cc(C)[nH]n3)n[nH]c2=S)cc1OC | . | 2% | i | 3% | -5%
CC1CCN(S(=O)(=O)c2cc(Br)cc(C(=O)NC3=NCCS3)c2)CC1 | -7% | 2% | 1.0% | 7% | 2%

From PubChem
